Dicer processing: human Dicer pre-microRNA cleavage inhibition; Q9UPY3; cat-ELCCA pre-miR-21 Dicer processing, chemiluminescence; active compounds read high; z-score at 25 µM; actives 6% (n = 47,000); in the data active means z-score above about 3, passing the limit was not always enough;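 further: plate controls were vehicle for no effect and no enzyme for full effect; higher signal means more uncleaved substrate so more Dicer inhibition; strong numbers were not always called active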
Numbers without * were called inactive.

SMILES	Dicer processing
CC(=O)Oc1ccc2c(=O)c(Oc3ccccc3Br)coc2c1	-0.7
CCOC(=O)c1c(SC)[nH]c2ccc(Cl)cc2c1=O	-0.22
COc1ccc(CCn2nnnc2C2(c3ccc(C)cc3)CC2)cc1	-2.2
CCOC(=O)CSC(=S)Nc1ccc(C)cc1C	0.37
Clc1ccc(/C=N/Nc2ncn[nH]2)cc1	-0.38
CCOC(=O)C1=C(C)N=C2c3ccccc3C(=O)C2C1c1ccc(Cl)cc1 (configuration not stated)	-1.6
COc1ccc(-c2c(C(F)(F)F)[nH]n3c(=O)cc(-c4cccc([N+](=O)[O-])c4)nc23)cc1	7.9
Nc1c(C(=O)NNC(=S)Nc2ccccc2)cnn1-c1ccccc1	3.4*
CC(C)(C)c1cc2nc(C(F)(F)F)cc(NNC(=O)Nc3ccc(Cl)cc3)n2n1	-0.09
CN(C)c1cc(-c2ccccc2)nc(N)n1	1.5
CCOC(=O)Cn1nnc(N2CCCCC2)n1	-0.2
Cc1ccc(OCC(=O)NNC(=O)NC(=O)c2ccccc2Cl)c2c1CCC2	-0.79
CCOC(=O)C1SC(c2ccccc2)C(C#N)C1(O)c1ccccc1 (configuration not stated)	-1.3
NC1=NC(c2cccc(Br)c2)n2c(nc(=O)c3ccccc32)N1 (configuration not stated)	-0.09
CN(C)c1ccc(C=Nc2ccc(C(=O)O)c(O)c2)cc1	2.8
COc1cc(OC)cc(C(C)(C)OC(=O)N[C@@H](CC(C)C)C(=O)O)c1	-3.2
CN(/N=C/c1ccccc1Cl)c1ncc(Cl)cc1C(F)(F)F	0.07
Cc1nc2c(C)cccc2c2c1CCN2c1cccc(C(F)(F)F)c1	-1.2
CCOc1ccc(/C(O)=C2/C(=O)C(=O)N(CCN(C)C)C23C(=O)N(C)c2ccccc23)cc1 (configuration not stated)	1.8
CCOC(=O)Cc1c(C)nc(N)[nH]c1=O	-0.89
c1ccc2c(-c3csc(-c4ccc5c(c4)OCCO5)n3)coc2c1	-0.58
N#CCCS(=O)(=O)c1ccccc1F	0.61
Cc1nn(C)c(C)c1NC(=O)c1ccccc1NS(C)(=O)=O	-0.86
O=C(C1CC(c2c(F)cccc2Cl)=NO1)N1CCCC1 (configuration not stated)	-0.5
Nc1c(-c2nnnn2-c2ccc(F)cc2)cnc2cc(Cl)ccc12	1.3
SMILES	Dicer processing
Cc1ccnc(NS(=O)(=O)c2ccc(F)c(C)c2)c1	-1.2
OC(CNCc1ccc(Cl)cc1Cl)Cn1c(-c2ccc(F)cc2)cc2ccccc21 (configuration not stated)	-1.2
On1nnc2ccc(C(F)(F)F)cc21	0.03
CC(C)(C)c1ccc(C(=O)c2ncc[nH]2)cc1	2.5
O=C(Nc1ccc2oc3ncccc3c(=O)c2c1)c1ccc([N+](=O)[O-])cc1	-1.4
COc1ccc(Br)cc1C1C(C#N)=C(N)Oc2cc(O)ccc21 (configuration not stated)	0.58
C=CCN1C(=O)C(O)(CC(=O)c2ccc(C(C)C)cc2)c2cc(Br)ccc21 (configuration not stated)	2.5
N#CC(NC(=S)Nc1cccc(Cl)c1)c1ccccc1 (configuration not stated)	2.5
COc1ccc(OC)c(S(=O)(=O)N2CCc3cc(OC)c(OC)cc3C2C)c1 (configuration not stated)	0.09
COC(=O)c1cc(=O)n(-c2ccc(C(F)(F)F)cc2)[nH]1	1.6
O=C1C(NCc2ccccc2)=C(NCc2ccccc2)C(=O)c2ccccc21	-1.5
CC(SCCc1ccccn1)C(=O)O (configuration not stated)	-0.66
O=C1CC(c2ccc3c(c2)OCO3)c2c(n[nH]c2-c2ccc(Cl)cc2)N1 (configuration not stated)	0.01
COc1cc2c(cc1OC)-c1c(C#N)c(-c3ccc(C)cc3)c(C(=O)c3cccs3)n1CC2	6.2*
CCOc1ccc(C2N=C(N)Nc3nc4ccccc4n32)cc1 (configuration not stated)	2.4
Cc1cc(C)n2ncc(/C(N)=N/OC(=O)NC(C)C)c2n1	0.1
CCCCCCSc1nnc(N)s1	1.1
NC1CCN(c2c(F)cc3c(=O)c(C(=O)O)cn(C4CC4)c3c2Cl)C1 (configuration not stated)	11
O=C1CSc2nnc(-c3ccncc3)n21	-0.97
Cn1c(=O)[nH]c(=O)c2c1nc(N1CCOCC1)n2Cc1ccccc1	0.09
Cc1nnc(N2C(=O)C(=O)/C(=C(/O)c3ccccc3)C2c2ccccc2F)s1 (configuration not stated)	0.96
COc1ccccc1OCCSc1nc2ncnc(N)c2[nH]1	-0.36
CCOc1ccc(N2CC(c3nc4ccccc4n3CC)CC2=O)cc1 (configuration not stated)	2.9
COc1cccc(OCc2nc(-c3ccc(OC)c(OC)c3)no2)c1	-1.4
CN(C)c1ccc(NC(=O)C2CC(=O)N(c3ccc(Cl)cc3)C2)cc1 (configuration not stated)	31
SMILES	Dicer processing
CCCCCN=C1NS(=O)(=O)c2ccccc21	0.71
O=C(Nc1cnc2sccn2c1=O)c1ccc(F)cc1	-0.13
CC(C)(CO)NC(=S)NCc1ccco1	-1.3
COc1ccc(N(Cc2ccccn2)C(=O)c2ccc(F)cc2)cc1	-0.43
O=S(=O)(Cc1cccc(C(F)(F)F)c1)Cc1ncc(-c2ccc(Cl)cc2)s1	0.45
NC(=S)COc1ccccc1Cl	-5.5
CCn1nc(C)c(NC(=O)CCSc2nc(-c3ccco3)cc(C(F)(F)F)n2)c1C	-1.3
COc1ccc2[nH]c(C)cc(=O)c2c1	0.81
CC(C)NC(=O)N1c2ccccc2Sc2ccccc21	0.93
CCOC(NC(=O)Nc1ccccc1C(F)(F)F)(C(F)(F)F)C(F)(F)F	-1.4
CCOc1ccc(S(=O)(=O)Nc2ccc3oc(C)c(C(=O)OCCOC)c3c2)cc1	0.74
Nc1nc2ccccc2n1CCOc1ccccc1Cl	1.5
Clc1ccc2nc(N3CCCCC3)nc(-c3ccccc3)c2c1	-0.8
CC(C)Cc1nc2sc3c(NCCN4CCOCC4)ncnc3c2c2c1COC(C)(C)C2	0.14
Cc1cc(NC(=O)NCCNc2ncccc2C(F)(F)F)c(C(F)(F)F)o1	-3.1
CCn1c(OC)nc2c1c(=O)n(C)c(=O)n2C	-0.93
O=C(NC(=S)N1CCCC1)c1ccccc1	1.2
CCCCc1[nH]nc2c1C1(CCN(CC)CC1)C(C#N)=C(N)O2	-6.9
COc1ccc(-c2cc(OC(=O)c3ccc(Cl)cc3)c3c(C)oc(C)c3c(=O)c2)cc1	1.7
Cc1nnc(N2C(=O)C(=O)/C(=C(/O)c3ccc(Cl)cc3)C2c2ccccc2F)s1 (configuration not stated)	1.4
COc1ccc(S(=O)(=O)N2CCCCC2)cc1Br	4.3*
CC(=O)C1COc2ccc(C)cc2C1=O (configuration not stated)	-0.81
Cc1nn2c(c1-c1ccccc1)N=C(c1ccco1)CC2c1ccco1 (configuration not stated)	3.3*
COc1cccc(CSc2nc(N)cc(N)n2)c1	0.16
Cc1ccc2ccc(C(Nc3ccccn3)c3cccs3)c(O)c2n1 (configuration not stated)	2.8
SMILES	Dicer processing
Clc1ccc(C2(c3noc(-c4cccs4)n3)CC2)c(Cl)c1	0.23
Cc1ccc(S(=O)(=O)NC(=O)Nc2c(-c3ccc(F)cc3)c(C(F)(F)F)nn2C)cc1	0.48
N/C(CC(=O)Nc1cc(Cl)cc(Cl)c1)=N\O	-2.3
Cc1noc(C)c1S(=O)(=O)N1CCC(C(N)=O)(N2CCCCC2)CC1	-0.36
COC(=O)c1c(NC(=O)COc2ccc(Cl)cc2)sc2c1CCCC2	-0.64
CCc1cccc(C)c1N(C(=O)c1ccco1)C1=NCCC(=O)S1	9.3
O=C1Sc2ccc(S(=O)(=O)Nc3ccc(Br)cc3)c3cccc1c23	3.3*
C=CCNC(=O)Cc1coc2ccc3ccccc3c12	-1.5
CN(C(=O)C(C)(C)Oc1cc(C(F)(F)F)n(C)n1)c1ccccc1	-0.75
COc1ccc(NS(=O)(=O)c2ccc3c(c2)[C@H]2C=CC[C@H]2[C@@H](c2cccc(OC)c2OC)N3)cc1	5.9
CC(c1ccccc1)N1COc2c(cc(Cl)c3cccnc23)C1 (configuration not stated)	1.1
CC(C)(C)c1cc2ncc(S(=O)(=O)c3ccc(Cl)cc3)c(N)n2n1	-0.77
COc1ccc(-c2cc(C)nc3ncnn23)cc1	0.07
CCc1ccnc(NS(=O)(=O)c2ccc(C#N)cc2)c1	-1.2
CC1=C(C(=O)OC2CCCCC2)C(c2ccccn2)C2=C(CC(c3ccccc3)CC2=O)N1 (configuration not stated)	0.33
CCn1c(SCC(=O)O)nc2ccccc21	3.1*
Cc1ccc(-c2nnn(CC(=O)NNC(=O)C(C)(C)C)n2)cc1	-0.06
COC(=O)COc1ccccc1C1C(C(=O)OC)=C(C)NC2=C1C(=O)c1ccccc12 (configuration not stated)	2.1
CC1(C)CC(=O)C2=C(C1)Nc1ccccc1NC2c1ccccc1Cl (configuration not stated)	0.69
O=C(O)c1cccc(CSc2nnc(COc3ccccc3)o2)c1	0.24
Cn1nnnc1SCCNCc1ccc(OCc2ccc(Cl)cc2)cc1	0.92
Cc1cc(O/C=C/C(=O)c2ccc(Br)cc2)ccc1Cl	0.52
CC(C)OC(=O)C(C)Oc1ccc2c(=O)c(Oc3ccccc3Br)coc2c1 (configuration not stated)	-0.2
N#Cc1c(N)n(Cc2ccccc2)c(=O)c2cccnc12	-1.9
Cc1ccc2oc(-c3ccc(Br)cc3)cc(=O)c2c1	0.77
SMILES	Dicer processing
CCc1nn2c(=O)c(NC(=O)c3ccc(C(C)(C)C)cc3)cnc2s1	-0.36
Cc1nn2c3c(cnc2c1-c1ccc(Cl)cc1)C(=O)CC(C)(C)C3	7.4
CC(=O)Oc1cccc(N2Cc3ccccc3C2=O)c1	-0.54
O=c1ccccn1CCOc1ccc(Br)cc1	0.23
O=c1[nH]c(/C=C/c2ccccc2O)nc2ccccc12	8.8
Cn1c(=O)c2c(O)c(C=Nc3ccc(Cl)cc3)c(=O)n(-c3ccccc3)c2n(C)c1=O	0.74
Cn1c(=O)[nH]c(=O)c2c1nc([N+](=O)[O-])n2Cc1ccc(F)cc1	-0.22
COc1cccc(-n2cc(-c3ccc(F)cc3)nc2SCC(C)=O)c1	-3.2
Cc1ccc2ncnc(N(CC(C)C)CC(C)C)c2c1	-1.3
CCOC(=O)c1cc(C)nc(Sc2ccc(Cl)cc2)n1	-1.6
Cc1cc(C)n2ncc(-c3ccccc3)c2n1	2.7
Cc1ccc(S(C)(=O)=NC(=O)NS(=O)(=O)Oc2ccc(Cl)cc2Cl)cc1 (configuration not stated)	-0.24
CN(C)/C=C/C(=O)c1nn(-c2ccc(C(F)(F)F)cc2)ccc1=O	0.82
COc1cc(C2NC(=O)CCC2[N+](=O)[O-])c(OC)cc1Br (configuration not stated)	1.6
COC(=O)c1ccsc1NC(=O)c1ccc(C)cc1	0.36
Cc1sc(-c2ccsc2)nc1-c1ccc(-c2ccccc2F)cc1	-2
Cc1cc(C)cc(CC(CC(=O)O)C(=O)O)c1 (configuration not stated)	-0.63
O=c1c2cn[nH]c2[nH]c(=S)n1-c1ccc(Cl)cc1	0.26
Cc1nc(-c2ccccc2)nc(SCCCOc2ccc(Cl)cc2)c1C#N	0.71
CCOC(=O)c1sc2nccnc2c1N	0.03
COc1cc(CNCCO)ccc1OCc1ccc(F)cc1	0.66
CCOC(=O)c1sc(-c2ccccc2)nc1CSc1cc(C(F)(F)F)cc(C(F)(F)F)c1	-1.3
CC(C)(C)C(=O)O/N=C(\N)COc1ccc(Cl)cc1Cl	-2.7
COc1cc(CNc2ncn[nH]2)cc(Cl)c1OC	2.4
NC1=NC(=O)C(Cc2ccccc2)S1 (configuration not stated)	-0.03
SMILES	Dicer processing
Cn1c(=O)c2c(nc(NCc3ccccc3)n2Cc2ccccc2F)n(C)c1=O	0.43
CN(C)Cc1c(O)ccc2c(=O)c(Oc3ccccc3Cl)c(C(F)(F)F)oc12	0.87
CC(=O)Oc1ccc(C2Nc3ccc4ccccc4c3C3C=CCC32)c(OC(C)=O)c1 (configuration not stated)	1.4
C=CCN1CCc2cc(O)c(O)cc2C(c2ccccc2)C1 (configuration not stated)	-1.5
CCOc1ccc(OCCSc2nc3ccccc3n2CC(=O)O)cc1	-0.67
Cc1[nH]nc(NCc2ccccc2)c1[N+](=O)[O-]	-1.1
CN(C(=O)Nc1ccccc1)c1c2c(nn1C)CCCC2	0.11
CC(C)CCNC(=O)c1cccc2c1-c1ccccc1C2=O	-1.4
C=CCN(CC=C)CC(O)Cn1cnc2c1c(=O)n(C)c(=O)n2C (configuration not stated)	1.2
CC1=C(C(=O)OCCc2ccccc2)C(c2ccc3c(c2)OCO3)C2=C(CC(C)(C)CC2=O)N1 (configuration not stated)	1.5

Molecules above that contain bromine:
SMILES	Dicer processing
CC(=O)Oc1ccc2c(=O)c(Oc3ccccc3Br)coc2c1	-0.7
NC1=NC(c2cccc(Br)c2)n2c(nc(=O)c3ccccc32)N1 (configuration not stated)	-0.09
COc1ccc(Br)cc1C1C(C#N)=C(N)Oc2cc(O)ccc21 (configuration not stated)	0.58
C=CCN1C(=O)C(O)(CC(=O)c2ccc(C(C)C)cc2)c2cc(Br)ccc21 (configuration not stated)	2.5
COc1ccc(S(=O)(=O)N2CCCCC2)cc1Br	4.3*
O=C1Sc2ccc(S(=O)(=O)Nc3ccc(Br)cc3)c3cccc1c23	3.3*
Cc1cc(O/C=C/C(=O)c2ccc(Br)cc2)ccc1Cl	0.52
CC(C)OC(=O)C(C)Oc1ccc2c(=O)c(Oc3ccccc3Br)coc2c1 (configuration not stated)	-0.2
Cc1ccc2oc(-c3ccc(Br)cc3)cc(=O)c2c1	0.77
O=c1ccccn1CCOc1ccc(Br)cc1	0.23
COc1cc(C2NC(=O)CCC2[N+](=O)[O-])c(OC)cc1Br (configuration not stated)	1.6

Source: PubChem BioAssay

These rows are one share of the data. The share of hits here may be higher or lower than overall.
